Bioassay records deposited in PubChem BioAssay by several laboratories.
CaV13 ICDI inh = Disruptors of the CACNA1D IQ motif to Ca2+-dependent inactivation inhibitor domain association, primary screening, Förster resonance energy transfer in intact living …; actives 0.098% (n = 340,000); inhibition, % at 12.3 µM; HEK cells, CFP/YFP FRET ICDI-IQ, plate reader, 10 min; percent FRET-ratio fall versus neutral wells; AID 743397;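 active means mean replicate inhibition of at least 30% and at least 1% of replicates passing that level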;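 further: 0% = median of the neutral control wells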
HTR2A ag = mouse Htr2a agonists via beta-arrestin recruitment, primary screen, cell-based, luminescence. 5-hydroxytryptamine receptor 2A (Mus musculus), P35363. CHO-K1 mHTR2A beta-arrestin complementation; percent of 30 µM serotonin response. activation, % at 7.6 µM. actives 0.66% (n = 360,000);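 active means activation above a run cutoff, the mean activation of all tested compounds plus 3 SD, cut at about 14% in these data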;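 further: 0% = plate median of compound wells and 100% = 30 µM serotonin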
Target sequence (P35363 whole entry, looked up): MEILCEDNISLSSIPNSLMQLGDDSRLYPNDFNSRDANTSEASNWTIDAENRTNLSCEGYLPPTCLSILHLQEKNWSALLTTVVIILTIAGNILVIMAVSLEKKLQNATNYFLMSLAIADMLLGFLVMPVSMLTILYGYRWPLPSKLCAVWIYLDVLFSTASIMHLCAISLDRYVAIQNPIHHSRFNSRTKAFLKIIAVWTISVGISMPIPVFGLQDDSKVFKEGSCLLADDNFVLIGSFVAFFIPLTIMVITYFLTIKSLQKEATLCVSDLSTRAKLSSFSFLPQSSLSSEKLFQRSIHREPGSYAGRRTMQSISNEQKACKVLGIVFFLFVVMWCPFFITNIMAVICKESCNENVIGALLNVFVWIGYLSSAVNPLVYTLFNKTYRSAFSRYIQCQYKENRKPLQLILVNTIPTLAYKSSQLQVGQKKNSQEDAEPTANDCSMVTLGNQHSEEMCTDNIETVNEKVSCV
PDI turbidity = inhibitors of human PDI, primary screen, biochemical, turbidity, single point, plate reader. PDI insulin aggregation turbidity, A650, 90 min. inhibition, % at 10 µM. Protein disulfide-isomerase (Homo sapiens), P07237. actives 0.052% (n = 350,000);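 active means mean inhibition across replicates of 30% or more, whatever share of single replicates reach that level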;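 further: absorbance from insulin aggregation driven by PDI reduction with DTT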
Target sequence (P07237 whole entry, looked up): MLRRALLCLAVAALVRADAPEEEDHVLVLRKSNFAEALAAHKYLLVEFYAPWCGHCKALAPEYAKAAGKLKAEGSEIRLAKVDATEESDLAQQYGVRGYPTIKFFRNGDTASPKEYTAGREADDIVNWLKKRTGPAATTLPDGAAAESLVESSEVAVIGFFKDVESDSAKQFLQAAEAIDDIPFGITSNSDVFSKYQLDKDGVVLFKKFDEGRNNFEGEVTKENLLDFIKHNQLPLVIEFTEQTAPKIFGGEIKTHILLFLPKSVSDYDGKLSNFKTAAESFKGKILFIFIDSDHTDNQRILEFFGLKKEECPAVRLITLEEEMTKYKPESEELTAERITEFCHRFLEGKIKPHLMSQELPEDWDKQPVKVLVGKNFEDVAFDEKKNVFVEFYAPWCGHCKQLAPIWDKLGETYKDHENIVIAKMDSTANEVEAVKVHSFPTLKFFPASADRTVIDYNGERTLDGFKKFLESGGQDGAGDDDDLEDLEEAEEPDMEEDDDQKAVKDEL
MC4R ag barr = MC4R agonists recruiting beta-arrestin, primary screen, cell-based, luminescence, agonist arm of biased-ligand search; AID 540308, 2011; U2OS MC4R beta-arrestin complementation; percent of melanotan II response, DMSO zero; actives 0.98% (n = 360,000); activation, % at 8.9 µM;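 active means activation above a per-plate cutoff, the mean activation of sample wells on that plate plus 3 SD, cut at about 8% in these data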
H9c2 protect = cardioprotection against H2O2-induced cell death, primary screen, uHTS, H9c2 cells, ATPLite luminescence; H9c2 cardiomyocytes, H2O2 injury protection, 2 h; protection from H2O2 cell death, % at 20 µM; actives 0.63% (n = 360,000);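 active means compounds giving at least 50% protection of heart cells from peroxide-induced death in the single-dose screen, raw or plate-pattern-corrected value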;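 further: 0% = DMSO wells with peroxide and 100% = DMSO wells without peroxide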
ABCB6 inh 2 = ABCB6 transporter inhibitors, primary screen, K562-ABCB6 cells, flow cytometry, MLPCN library; actives 0.19% (n = 360,000); fluorescence ratio to DMSO, % at 10 µM; K562-ABCB6 porphyrin accumulation, 1 h; hits give low values; AID 602162, 2011;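 active means fluorescence ratio to DMSO below 75%, the collection mean minus 3 SD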;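 further: signal is porphyrin accumulated inside mitochondria; 100% equals median channel fluorescence of DMSO control wells; lower ratio means ABCB6 inhibition with less porphyrin fluorescence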
MC4R antag cAMP = MC4R antagonists of cAMP signaling, primary screen, cell-based, TR-FRET, antagonist arm of biased-ligand search | MC4R-expressing cells, MTII-stimulated cAMP, LANCE TR-FRET | AID 540295, 2011 | inhibition, % at 6.5 µM | actives 0.48% (n = 360,000) | Melanocortin receptor 4 (Homo sapiens), P32245;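 active means inhibition above its plate's cutoff, the mean of tested wells on that plate plus 3 SD, cut at about 29% in these data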;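 further: 0% = Melanotan II alone and 100% = Melanotan II plus saturating MCL0020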
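Assay system: U2OS-MC4R stable cell line; Also added: Melanotan II; Technique: Eu-cAMP/anti-cAMP TR-FRET, emission 671 nm; Times: 30-min compound, 1-h challenge, 1-h detection, room temperature.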
ABHD5-PLIN5 inh = ABHD5-PLIN5 interaction inhibitors, primary screen, cell lysate, split luciferase complementation, luminescence | Perilipin-5 (Homo sapiens) + 1-acylglycerol-3-phosphate O-acyltransferase ABHD5 (Homo … | Split G. princeps luciferase complementation, 4 h | inhibition, % at 4 µM | actives 0.78% (n = 360,000) | AID 602281, 2012;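 active means inhibition above the mean inhibition across every tested compound plus 3 SD, cut at about 22% in these data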;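 further: 0% = DMSO only wells and the 100% control is not disclosed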
Glyco luc inh = increase of ERlucT glycosylation luciferase signal, primary screen, N-linked glycosylation inhibitor project, D54 ERlucT cells, luminescence, set 2 | D54 ERlucT glycosylation luciferase reporter, 24 h; percent of 100 nM tunicamycin response | actives 0.23% (n = 360,000) | reporter increase, % at 12.5 µM;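 active means mean luciferase reporter signal, scaled so untreated is 0 and the glycosylation-blocking control 100, at or above a set limit in every replicate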;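 further: luciferase carries N-glycosylation sites so blocking glycosylation raises the light; 0% = median of neutral control wells and 100% = median of 100 nM tunicamycin wells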
Granule exo inh = LAMP-1 surface exposure blockers, TALL-104 cells – cell-based, flow cytometry, MLPCN library, primary screen. TALL-104 LAMP-1 surface exposure; cells stimulated with thapsigargin and PMA. inhibition, % at 10 µM. actives 0.66% (n = 360,000). AID 651702, 2012;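 active means inhibition above about 55%, limit read from the data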
* hit, by the source's call; / = not tested or not shown.

The line under a structure holds: CaV13 ICDI inh	HTR2A ag	PDI turbidity	MC4R ag barr	H9c2 protect	ABCB6 inh 2	MC4R antag cAMP	ABHD5-PLIN5 inh	Glyco luc inh	Granule exo inh
COc1ccc(-c2nnc(SCCC(=O)O)n2C)cc1OC
    -1	-3	-11	-0.8	2	99	6	0	0	-2
O=C(Nc1ccc(CN2CCOCC2)cc1)c1ccc(Br)o1
    -2	3	-4	1.6	-8	90	3	-4	-3	-1
CC1(C)OC(=O)N(CCc2ccccc2)C1(C)O (centres undefined)
    -6	3	5	1.0	1	101	9	-4	1	-1
O=C(Cc1ccc(-n2cccc2)cc1)NCc1cccs1
    -2	-5	-2	-1.7	10	99	-21	-7	15	2
O=C1CN(C(=O)COC(=O)c2cccnc2Cl)c2ccccc2N1
    6	-1	1	2.9	6	99	-1	-1	4	4
C/C(Cc1ccccc1)=N/NC(=O)CNC(=O)C(c1ccccc1)c1ccccc1
    -4	9	0	1.6	3	99	-3	3	-1	4
COc1cc(NC(=O)C/C(C)=N/NC(=O)C(=O)NCCO)c(OC)cc1Cl
    4	4	4	-1.1	9	104	3	19	1	-2
O=C(C1=C[C@@H](c2ccc(C(F)(F)F)cc2)C[C@@H](OCc2ccc(CO)cc2)O1)N1CCN(Cc2ccc3c(c2)OCO3)CC1
    -6	-2	6	1.0	6	97	10	13	-5	-2
COc1ccc(S(=O)(=O)N2CCOCC2)cc1NC(=O)COC(=O)c1ccc([N+](=O)[O-])s1
    /	-2	-7	3.3	28	92	-39	7	3	-2
COCCCN(C(=O)c1ccco1)c1nc(-c2ccc(OC)cc2)cs1
    -5	-6	0	0.2	6	97	10	-6	0	1
CCC(CC)NC(=O)CCCSc1nc2ccccc2[nH]1
    -3	2	-3	2.6	-3	102	12	-2	1	-2
O=C(CSc1nc2[nH]ncc2c(=O)[nH]1)NCCc1ccccc1
    -18	-3	-5	-0.5	-1	101	1	-7	2	-2
CCC1=C(OC(=O)N(CC)CC)N2C(=O)OC(=NCCc3c[nH]c4ccccc34)[C@]2(C)[C@H]2C1=CC[C@H]1C(=O)NC(=O)[C@H]12
    -11	0	-5	-0.6	-1	98	6	-4	-1	23
COc1ccc(CC(=O)Nc2ccc(-c3cn4cccc(C)c4n3)cc2)cc1OC
    -6	3	1	0.9	-19	100	5	10	-1	26
O=C(NCc1cccs1)c1ccc(CS(=O)Cc2ccc(Cl)cc2)o1 (centres undefined)
    -12	1	6	-0.7	-7	99	12	-3	-2	-7
CN1CCN(CC(=O)Nc2nc3c(s2)CCCC3)CC1
    -6	0	-4	-1.5	-3	94	3	2	0	-7
Cc1nc(NCc2ccco2)[nH]c(=O)c1CCC(C)C
    -4	4	1	0.9	0	100	4	1	-2	3
CCOc1ccc(-n2ccnc(SCC(=O)Nc3cccc(OC)c3)c2=O)cc1
    -6	-2	1	-1.9	-6	98	7	-5	-5	-8
CSC1=NC2(CCCCC2)C2=C(CCCC2)N1
    -7	-9	-2	-0.5	1	90	-1	-3	0	0
CC(C)CC(=O)Nc1ccc(-c2nc3ccccc3c(=O)[nH]2)cc1
    -3	0	7	-1.1	2	96	-3	-3	-14	10
COc1ccc(-c2csc(Nc3ccc(C)cn3)n2)cc1
    -5	7	16	-0.3	-11	97	3	-4	-3	0
CC(=O)NCCC(=O)NCC1(N(C)Cc2ccccc2)Cc2ccccc2C1
    -6	3	15	-0.6	-1	95	0	3	-2	13
CN(CC(=O)Nc1ccccc1Cl)C(=O)COC(=O)c1nc(Cl)c(Cl)c(Cl)c1Cl
    -12	3	5	-5.8	-8	102	20	1	/	3
COc1ccc(N(CC(=O)N/N=C/c2cccnc2)S(=O)(=O)c2ccc(C)cc2)cc1OC
    -3	-9	5	-2.8	11	97	3	1	0	-1
COc1ccc(CN2C[C@H]3CON(C)[C@H]3C[C@H]2c2ccc(-c3cccc(F)c3)cc2)cc1
    -3	-3	-2	-1.0	-7	98	2	-1	-3	-18
COc1cccc(CC2(CO)CCCN(Cc3ccccc3-c3ccco3)C2)c1 (centres undefined)
    -3	0	-4	2.2	-3	103	3	4	-1	-5
CC(=O)c1ccc(S(=O)(=O)N2Cc3ccccc3CC2C(=O)O)cc1 (centres undefined)
    -1	0	-4	-0.4	2	91	10	3	-2	-3
CCCCCN(C(=O)NC(=O)Nc1ccccc1C)S(=O)(=O)c1ccccc1
    -4	-1	2	1.9	0	102	4	-6	-1	-7
CCOC(=O)CNC(=S)N(CCCN1CCCCC1)Cc1cccs1
    -4	2	6	-1.4	3	101	0	2	0	2
O=C(CN1C(=O)CC(c2ccccc2)=Nc2ccccc21)NCc1ccccc1
    /	-4	10	-1.1	0	99	1	4	0	-2
Cc1cc(=O)[nH]c(N2CCN(C(=O)c3ccco3)CC2)n1
    -18	0	-7	-0.6	-3	98	10	-1	1	-8
O=C(NCCc1cccc(Cl)c1)c1cc2ccccc2oc1=O
    /	-2	2	-1.1	1	96	-1	-5	1	1
COc1ccc2c(c1)[nH]c1c(=O)n(CCN3CCCC3)cnc12
    -1	-5	-7	-1.7	9	88	-3	0	-1	-2
Cc1cc(/C=C(\C#N)C(=O)N2CCCCC2)cc(C)c1O
    -3	-2	-5	-2.2	16	245	4	6	25	-10
CC(C)(C)OC(=O)NCCc1nnc(SCC(N)=O)o1
    -6	0	1	0.5	0	93	1	-11	2	-2
Cc1nn(C)c(Oc2cccc(C(F)(F)F)c2)c1C#N
    -4	-1	-9	-2.4	-1	101	1	0	2	-2
CC1=C(C(=O)OC2CCCC(C)C2)C(c2ccccc2)NC(=O)N1 (centres undefined)
    -21	0	-7	2.1	-2	93	9	-3	0	-12
COc1ccc(S(=O)(=O)N2CCOCC2)cc1NC(=O)Cc1ccc(Cl)c(Cl)c1
    -2	1	8	-1.5	0	92	-8	3	-3	20
COc1cc(/C=N/O)cc(Br)c1OS(=O)(=O)c1ccc(C)cc1
    -5	3	5	1.8	-15	94	-4	0	-5	0
COc1ccc(C)cc1NC(=O)Cc1csc(NC(=O)Nc2ccccc2OC)n1
    -12	-1	-1	3.2	18	86	-3	-2	-2	1
N#CCC(=O)Nc1ccc(C(=O)OCC(=O)Nc2sc3c(c2C#N)CCCC3)cc1
    -5	0	11	-1.3	-2	99	2	-2	0	3
COc1ccc2c(c1)c[n+](C)c1c3cc(OC)c(OC)cc3ccc21
    -11	2	/	/	/	124	/	22*	/	-3
CC(C)N=C1SC(CC(=O)Nc2ccccc2)C(=O)N1C(C)C (centres undefined)
    -5	0	-8	3.6	5	85	1	10	-2	-2
COc1ccc(C)cc1NC(=O)C(=O)NNC(=O)COc1ccc(Cl)cc1
    6	2	0	-3.0	12	90	3	1	1	4
COc1ccc(N2CCc3c(C)nc4c(OC)cccc4c32)cc1
    -2	-5	6	0.3	-26	92	-10	1	35*	2
O=C(NCc1ccccc1)C1=C[C@H](C2CC2)C[C@H](OCc2ccc(CO)cc2)O1
    -9	-12	-1	0.3	-4	100	6	-5	-2	0
COc1cc(/C=C2\SC(=Nc3ccccc3)N(Cc3ccco3)C2=O)ccc1OC(C)C(=O)O (centres undefined)
    -3	-1	1	-1.4	-5	101	8	6	2	-1
Cc1c(NC(=O)/C(=C/c2cccs2)NC(=O)c2ccccc2)c(=O)n(-c2ccccc2)n1C
    6	1	1	1.1	11	96	10	1	-5	13
COc1c2c(cc3oc(CO[C@@H]4O[C@H](CO)[C@@H](O)[C@H](O)[C@H]4O)cc(=O)c13)O[C@H](C(C)(C)O)C2
    -6	11	19	0.8	2	93	3	1	3	-4
N#CC1=C(N)NC(=S)C(C(N)=O)C1c1ccc([N+](=O)[O-])cc1 (centres undefined)
    -19	3	3	-2.4	-2	95	9	52*	0	-3
O=c1c2ccccc2[nH]c(=S)n1CCc1ccccc1
    -2	3	-14	-1.4	6	101	-1	-4	-3	1
COc1ccccc1C(=O)NCCC(=O)N(C)CC(=O)Nc1ccccc1Br
    -3	-3	4	-3.6	1	95	8	-9	2	6
O=C(CCc1nc2ccccc2c(=O)[nH]1)OCc1nnc(-c2ccccc2)o1
    0	2	-2	0.4	75*	101	1	-1	2	0
O=C(NC(Cc1ccccc1)C(=O)O)/C(=C/c1cccc(Br)c1)NC(=O)c1ccco1 (centres undefined)
    -3	-3	-3	-2.6	1	89	2	-4	2	-18
COc1ccc2c(c1)c(C(=O)N/N=C/c1ccc(OC)c(OC)c1)c(C)n2C
    -4	3	2	1.6	-4	106	12	-6	2	1
COc1ccc(/C(C)=N/NC(=O)c2ccccc2OCc2ccccc2)c(OC)c1
    -7	-4	10	-1.8	16	104	6	-2	32*	13
CCn1nc(C)c(CNC(=O)C2CCC(=O)N(Cc3ccc(Cl)cc3)C2)c1C (centres undefined)
    -3	-1	16	-2.0	2	97	3	-1	3	1
COc1cccc(S(=O)(=O)N(C)C[C@H]2OCc3cn(nn3)CCCC(=O)N([C@@H](C)CO)C[C@@H]2C)c1
    /	13	/	/	1	101	/	5	3	-1
CCOC(=O)C(NC(=O)c1ccccc1)(OCc1ccc(F)cc1)C(F)(F)F (centres undefined)
    -3	-1	5	-1.8	6	102	5	-1	-2	-1
CN(C)N1C(=O)CC(C)(c2ccc([N+](=O)[O-])cc2)C1=O (centres undefined)
    -10	-3	-4	-0.4	-2	98	3	-14	1	-2
COc1ccccc1C(=O)NC(=O)COC(=O)Cc1n[nH]c(=O)c2ccccc12
    -6	-1	8	-0.1	32	97	8	7	0	2
CC1CCN(C(=S)NC(=O)c2ccccc2)CC1
    -1	4	-8	-0.9	21	102	2	-5	1	-5

Two of these compounds in another layout.
SMILES	CaV13 ICDI inh	HTR2A ag	PDI turbidity	MC4R ag barr	H9c2 protect	ABCB6 inh 2	MC4R antag cAMP	ABHD5-PLIN5 inh	Glyco luc inh	Granule exo inh
COc1cccc(S(=O)(=O)N(C)C[C@H]2OCc3cn(nn3)CCCC(=O)N([C@@H](C)CO)C[C@@H]2C)c1	/	13	/	/	1	101	/	5	3	-1
CCOC(=O)C(NC(=O)c1ccccc1)(OCc1ccc(F)cc1)C(F)(F)F (centres undefined)	-3	-1	5	-1.8	6	102	5	-1	-2	-1
